15-hLO-2 inh: qHTS Assay for Inhibitors of 15-hLO-2 (15-human lipoxygenase 2); Polyunsaturated fatty acid lipoxygenase ALOX15B (Homo sapiens), O15296; purified 15hLO-2, xylenol orange hydroperoxide absorbance; Potency, µM (doses to about 57.1 µM), for inactives: at the highest dose activity change, negative = inhibition, hits mostly inhibitors; hit rate 0.56% among 110,000; AID 881, 2007; also: potency is read from the fitted curve at half-maximal effect; nearly all actives have a fitted effect of over 60% in size; many of its hits are not listed in these tables
Target sequence (O15296 whole entry, looked up): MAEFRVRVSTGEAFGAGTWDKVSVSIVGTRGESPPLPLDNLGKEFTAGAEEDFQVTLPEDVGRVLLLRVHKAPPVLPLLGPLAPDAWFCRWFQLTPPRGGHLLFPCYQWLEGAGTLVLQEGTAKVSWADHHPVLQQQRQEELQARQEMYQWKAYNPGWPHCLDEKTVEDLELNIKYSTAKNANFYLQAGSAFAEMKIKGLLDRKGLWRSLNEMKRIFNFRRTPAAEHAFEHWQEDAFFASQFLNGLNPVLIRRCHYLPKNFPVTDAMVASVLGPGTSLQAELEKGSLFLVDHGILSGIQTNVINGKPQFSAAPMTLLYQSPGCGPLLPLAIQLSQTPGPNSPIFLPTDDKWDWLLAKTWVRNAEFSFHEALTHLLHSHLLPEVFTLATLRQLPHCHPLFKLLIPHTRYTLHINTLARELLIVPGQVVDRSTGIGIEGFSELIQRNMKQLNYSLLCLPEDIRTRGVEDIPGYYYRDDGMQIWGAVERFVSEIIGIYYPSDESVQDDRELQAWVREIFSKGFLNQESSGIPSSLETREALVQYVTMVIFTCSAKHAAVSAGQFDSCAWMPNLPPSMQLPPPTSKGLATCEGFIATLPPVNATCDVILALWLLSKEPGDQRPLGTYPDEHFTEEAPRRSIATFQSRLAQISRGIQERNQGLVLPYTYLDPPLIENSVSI
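Enzyme 50 nM, AA 45 uM, 25 mM Hepes pH 7.5 + 0.01% Triton X-100; cpd preinc 15 min RT, rxn 90 min RT; stop/detect with 200 uM XO + 300 uM Fe(II) in 50 mM H2SO4, 30 min; A573/A405.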
PNC inhibitor: High Content Assay for Compounds that inhibit the Assembly of the Perinucleolar Compartment | PC3M PTB-GFP, PNC prevalence imaging, 16 h; active compounds read low | activity change (PNC), negative = inhibition, % at 10 µM | hit rate 3.1% among 140,000;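 active = readout at or below -70, meaning at least 70% loss of cells showing the perinucleolar compartment, a nuclear body marking cancer cells; inconclusive = readout between -30 and a set limit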;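 also: plate controls were DMSO wells for no effect and camptothecin positive control wells for full effect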
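Compounds are pinned in duplicate onto adhered PC3M cells stably expressing GFP-tagged PTB and incubated 16 h at 37 C. Cells are then fixed, nuclei stained with Hoechst, and PNC-positive cells counted.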
ALOX12 inhib: qHTS Assay for Inhibitors of 12-hLO (12-human lipoxygenase). Polyunsaturated fatty acid lipoxygenase ALOX12 (Homo sapiens), P18054. purified 12-hLO, xylenol orange hydroperoxide absorbance. Potency, µM (highest dose often 57.1 µM), for the others: at the highest dose activity change, negative = inhibition, hits mostly inhibitors. hit rate 0.12% among 150,000. AID 1452, 2008; also: potency is read from the fitted curve at half-maximal effect; nearly all actives have a fitted effect of over 55% in size; many of its hits are not listed in these tables
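150 nM 12hLO, 25 mM Hepes pH 7.0 + 0.01% Triton X-100; cpd preinc 15 min RT; 40 uM arachidonic acid, 30 min RT; Fe-XO 30 min; A573/A405 ratio as read-out.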
IMPase cell inh: qHTS Assay for Identifying the Cell-Membrane Permeable IMPase Inhibitors. Inositol monophosphatase 1 (Rattus norvegicus), P97697. CHO-M1 cells, IP1 accumulation, HTRF TR-FRET ratio. inhibition (IP1 accumulation), % at 46.1 µM. 120,000 tested, under 10 active. AID 901, 2007; active = well fitted curve in the direction sought with a large enough effect in the signal ratio, not every such curve was filed as active; inconclusive = small, poorly fitted or top-dose-only effect, or a change in a side signal; inactive = no such curve, though single readings can be large or run the other way; the % refers to the signal ratio;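 also: cells stimulated with carbachol in lithium chloride buffer; plate controls were DMSO basal wells for no effect and reference inhibitor wells for full effect; higher means more IMPase inhibition seen as more IP1 and lower FRET ratio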
Target sequence (P97697 whole entry, looked up): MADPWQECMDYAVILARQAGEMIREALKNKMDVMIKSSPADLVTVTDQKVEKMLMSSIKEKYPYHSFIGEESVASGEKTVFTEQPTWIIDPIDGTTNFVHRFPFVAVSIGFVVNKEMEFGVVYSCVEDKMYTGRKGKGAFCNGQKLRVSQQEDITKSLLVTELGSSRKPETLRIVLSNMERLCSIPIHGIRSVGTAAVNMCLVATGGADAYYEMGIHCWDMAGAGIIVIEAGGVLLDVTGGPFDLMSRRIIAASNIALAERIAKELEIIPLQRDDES
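Seeded CHO-M1 cells were dosed with compound at up to 46 uM, stimulated with carbachol for 30 min, then lysed in IP-One detection reagents. Higher IP1 lowers the TR-FRET signal.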
Active calls of the source: *; ? = inconclusive; . = not tested or not shown; & = joins results of further samples; [ ] = dose if it differs, or a comment. Unless noted, calls follow the shape of the dose curve; as a rule, active = well fitted curve in the direction sought with a large enough effect; inconclusive = small, poorly fitted or top-dose-only effect, or another doubt; inactive = no such curve, though single readings can be large; an effect the other way counts as inactive or inconclusive. Unless noted, % is scaled to controls: 0 for no effect and ±100 for the full control effect. Only part of the results is shown; count on the stated rates, not on these rows.

| SMILES | 15-hLO-2 inh | PNC inhibitor | ALOX12 inhib | IMPase cell inh |
| --- | --- | --- | --- | --- |
| CC(=O)Oc1ccc(C(C)=O)c2c1OCCO2 | 1% | -9 | 8% | 1 |
| CCn1c2ccccc2c2nnc(SCC(=O)NCCOC)nc21 | 9% | 15 | -2% | 7 |
| COc1ccccc1C(=O)NC(CCSC)C(=O)NCC(c1ccco1)N(C)C (configuration not stated) | 2% | -12 | -7% | ? |
| CC(=O)Oc1cccc(N2C(=O)C3C4C=CC(C4=C(C)C)C3C2=O)c1 (configuration not stated) | -10% | -18 | -8% | -1 |
| CCN(CC)S(=O)(=O)c1ccc(Oc2cccc(C(C)=O)c2)nc1 | -9% | -21 | -11% | 1 |
| CCN1CCN(c2nc3ccccc3nc2C(C#N)S(=O)(=O)c2ccc(C)cc2)CC1 (configuration not stated) | -10% | 9 | 0% | -6 |
| Cc1ccc2nc(-c3ccc(SCC(=O)N4CCc5ccccc54)nc3)[nH]c2c1 | . | -24 | 0% | . |
| CCn1c(=O)cc(OCC(=O)Nc2ccc(C)cn2)c2ccccc21 | -6% | 0 | -2% | 9 |
| Cc1ccc(S(=O)(=O)NCC(=O)OCN2C(=O)c3ccccc3C2=O)cc1 | 0% | 12 | -2% | 3 |
| O=C(c1csnn1)N1CCC[C@@]2(CCN(c3ccncc3)C2)C1 | -2% | . | 3% | . |
| C=CCNC(=O)c1ccc(-c2nc(-c3ccc(Cl)cc3Cl)cs2)cc1 | -7% | -21 | 12% | 2 |
| Cc1ccccc1C(=O)Nc1ccc(Cl)cn1 | 1% | -26 | -6% | -11 |
| Cc1ccc(-c2nnn(CCC(=O)Nc3ccc4c(c3)OCO4)n2)cc1 | -4% | -5 | -11% | 8 |
| CCn1c(SCC(=O)NCc2ccco2)nnc1-c1cccs1 | -4% | -26 | -3% | 2 |
| CC(C)(C)[Si](OCC[C@@H]1C[C@@]1(C)[C@@H](NP(=O)(c1ccccc1)c1ccccc1)c1ccccc1)(c1ccccc1)c1ccccc1 | 0% | 39 | -1%&0% | . |
| COc1ccc(O)c(-c2cc(-c3ccccc3[N+](=O)[O-])[nH]n2)c1 | . | -25 | 0% | . |
| O=C(O)c1cccc(NC(=S)NC(=O)C(c2ccccc2)c2ccccc2)c1 | ? | -6 | ? | ? |
| CCc1nnc(NC(=O)CSc2ccc(-c3nc4ccc(C)cc4[nH]3)cn2)s1 | . | 17 | 3% | -9 |
| CCN(C(=O)CN1CCOCC1)C1(C)C(=O)c2ccccc2C1=O | . | ? | -1% | . |
| Cc1ccc(C2OCC3(CO)COC(c4ccc(C)cc4)N23)cc1 (configuration not stated) | 0% | -1 | ? | 0 |
| O=C(CCCc1c[nH]c2ccccc12)N1CCOCC1 | -9% | -28 | -6% | -6 |
| Cc1ccc(S(=O)(=O)N2C(=O)CCC2C(=O)NCc2ccco2)cc1 (configuration not stated) | -3% | 19 | 0% | 3 |
| COc1ccc(Nc2cc(=O)n(C3CCCCC3)c(=O)[nH]2)c(OC)c1 | -4% | 81 | 0% | -4 |
| CSc1c(SCc2ccccc2)cnn(-c2ccccc2)c1=O | . | ? | -3% | . |
| Cc1ccc(NC(=O)[C@@H](NC(=O)c2cccc(S(=O)(=O)N3CCOCC3)c2)C(C)C)cc1C | . | 9 | 2% | . |
| COc1ccc2[nH]c(=O)c(-c3noc(-c4ccc(F)cc4)n3)cc2c1 | -22% | -23 | 2% | 4 |
| Cc1ccc(NC(=O)NC(=O)CSc2nnc(-c3ccc(OC(F)F)cc3)n2N)c(C)c1 | . | ? | 0% | -6 |
| O=C(COC(=O)C1CCN(S(=O)(=O)c2ccccc2)CC1)NC(=O)c1ccc(OC(F)F)cc1 | . | 4 | -10% | . |
| CCOc1c(Cl)cc(C2NC(=O)NC(C)=C2C(=O)NCc2ccccc2)cc1OC (configuration not stated) | 3% | ? | 3% | 2 |
| Clc1ccc(OCCSc2ncccn2)c2ccccc12 | 32%[activator] | 13 | -5% | 6 |
| N=C1C(c2nc(-c3ccc(Cl)cc3)cs2)=C(O)CN1CCCN1CCOCC1 | 24% | 35 | -27% | 3 |
| CCN(CC)CCOC(=O)C12CC3CC(CC(C3)C1)C2 | 4% | 7 | 4% | 30 |
| CS(=O)(=O)N(CCc1ccccc1)CC(=O)NCC1CCCO1 (configuration not stated) | 4% | 7 | -6% | -2 |
| O=C(CSc1ccc2nnc(-c3ccncc3)n2n1)NCc1ccco1 | -11% | -10 | 3% | -6 |
| Cc1ccc(OCCCCN2CCC(C)CC2)c(Br)c1 | . | 15 | -3% | . |
| CCC(C)NC(=O)c1ccc(CS(=O)(=O)c2ccc(OC)cc2)o1 (configuration not stated) | 1% | ? | 4% | 2 |
| COc1cc(NC(=O)c2cc([N+](=O)[O-])ccc2Br)ccc1NC(=O)c1ccco1 | . | 38 | 4% | . |
| CCNc1cc(S(=O)(=O)C(F)(F)F)ccc1N | . | 35 | -2% | . |
| CCOc1cc(/C=C2/C(=O)ON=C2C)ccc1OCc1ccc(F)cc1 | ? | 4 | -16% | -15 |
| CN(CCC#N)C(=O)c1ccc(CNS(=O)(=O)c2ccc(F)cc2)cc1 | -3% | -10 | -4% | -1 |
| C/C(=N/Nc1nc(C)cc(=O)[nH]1)C(=O)O | 28%[11.4 µM] | . | -1%[11.4 µM] | . |
| CN1CCN(C(=O)C2CC(=O)N(c3ccc(F)c(Cl)c3)C2)CC1 (configuration not stated) | 9% | ? | 1% | 2 |
| CC(=O)c1c(C)[nH]c(C(=O)COC(=O)c2ccc3c(=O)n4c(nc3c2)CCC4)c1C | . | -10 | 0% | 4 |
| CCCCCCCCOC(=O)C1=C(C)Nc2nnnn2C1c1cccs1 (configuration not stated) | -2% | 29 | -22% | 11 |
| Cc1ccc(NC(=O)NC2CCCCC2)c(C)c1 | . | -7 | 1% | . |
| COc1ccccc1C(=O)Nc1ccc2c(c1)nc1n2CCSC1 | 43%[activator] | ? | -2% | 6 |
| O=C1c2ccccc2S(=O)(=O)N1Cc1cccc(S(=O)(=O)N2CCOCC2)c1 | -4% | 6 | -1% | 0 |
| CCn1c(CSCc2ccc(C)cc2)nnc1SCC(=O)N1CCN(c2ccccc2)CC1 | -3% | 22 | -8% | 5 |
| CN(C)C=NCCn1c(N2CCOCC2)nc2c1c(=O)n(C)c(=O)n2C | 5% | ? | 0% | 5 |
| NC(=O)C1CCN(C(=O)c2ccc(-c3ccccc3)cc2)CC1 | 2% | 17 | -1% | 3 |
| CCCn1c(-c2cccnc2Cl)nc2cc(Cl)c(Cl)cc21 | 18% | ? | -5% | 6 |
| COc1ccc2nc3c(cc2c1)Cc1ccccc1-3 | -8% | . | -23% | . |
| Cc1cccc(N2CCN(C(=O)COc3cc(=O)n(C)c4ccccc34)CC2)c1C | -3% | 46 | 1% | 3 |
| CC12CCC(C(=O)Nc3ccccc3)(C(Br)C1=O)C2(C)C (configuration not stated) | . | 40 | -2% | . |
| CCc1nc(NCc2cccnc2)c2oc3ccccc3c2n1 | 15% | ? | -3% | 10 |
| Cc1ccc(NC(=O)CCNC(=O)c2ccc(Cl)cc2)cc1F | . | 54 | -1% | . |
| COC(=O)/C(=C1/Oc2ccc(C(C)(C)C)cc2S1)C(F)(F)F | . | ? | 3% | . |
| CCC(C)(C)NC(=O)c1cc(OC)c(OC)cc1[N+](=O)[O-] | -4% | 113 | 6% | 3 |
| O=C(CSc1nc2c(c(=O)n1-c1ccc(Cl)cc1)SCC2)N1CCOCC1 | -1% | ? | -2% | 8 |
| O=C(CN1C(=O)/C(=C\c2ccccc2F)SC1=S)Nc1nc2ccccc2s1 | . | ? | -5% | . |

Further compounds follow:
| SMILES | 15-hLO-2 inh | PNC inhibitor | ALOX12 inhib | IMPase cell inh |
| --- | --- | --- | --- | --- |
| COc1ccc(C2NC(C(=O)O)CS2)cc1COCC(F)(F)F (configuration not stated) | 7% | ? | -4% | -4 |
| CC1(C)CC(=O)C=C(Nc2ccc(F)cc2)C1 | -1% | 14 | 5% | -6 |
| CN(C)/C=N/C(=S)Nc1ccc(Br)cc1F | -16% | 23 | ? | -5 |
| COc1cc(/C=N/N=C(/C(=O)c2ccccc2)c2ccccc2)cc(OC)c1O | . | 39 | -1% | . |
| O=C(c1cc2ccccc2c(=O)o1)N1CCc2ccccc2C1 | 7% | ? | -6% | -2 |
| Cc1ccc(S(=O)(=O)NCCN2CCOCC2)cc1 | -4% | 50 | 4% | -1 |
| O=C(O)c1ccc2c(c1)C(=O)N(c1ccc(Cl)cn1)C2=O | 1% | 27 | -3% | -16 |
| COc1cc(C)nc(Oc2ccc(/C=N/O)cc2)n1 | 1% | 26 | -3% | 4 |
| COC(=O)c1[nH]c2ccc(F)cc2c1NS(=O)(=O)c1ccc(F)c(C)c1 | . | -6 | 3% | . |
| CCSC1(SCC)N=C(N)C2(C#N)C(c3ccc(OC)c(OC)c3OC)C12C#N (configuration not stated) | -22% | ? | -12% | 6 |
| NC[C@@H]1O[C@H](c2ccccc2)Cc2c1ccc(O)c2O | 18% | . | -10% | -4 |
| CC(C)C(=O)NNS(=O)(=O)c1ccccc1[N+](=O)[O-] | . | 52 | -1% | . |
| COc1cc(CC(=O)OCC(=O)Nc2cc([N+](=O)[O-])ccc2F)cc(OC)c1OC | . | -4 | -1% | 12 |
| CCc1nc(-c2ccccc2O)n(-c2ccccc2)n1 | 6% | -2 | -5% | 1 |
| COc1ccc(-c2csc(=Nc3ccccc3)n2CCO)cc1 | . | -19 | -1% | . |
| CCOC(=O)CNS(=O)(=O)c1ccc(S(=O)(=O)N2CCCC2)cc1 | 2% | ? | 3% | 11 |
| CN(C)CCCCN1CCc2c(n(C)c3ccccc23)C1=O | 4%[11.4 µM] | . | 9%[11.4 µM] | . |
| O=C(CS(=O)(=O)c1cn(Cc2ccc(Cl)cc2)c2ccccc12)N1CCCC1 | -5% | ? | 3% | -2 |
| CCOc1cc(CNc2cccc3ccccc23)cc(Br)c1OCC(=O)NC(C)(C)C | -6% | 16 | -10% | -7 |
| O=C(CN1CCN(c2ccccc2)CC1)N1CCc2[nH]c3ccccc3c2C1 | -7% | -22 | -2% | -3 |
| CN(c1cccc(NC(=O)Nc2ccc(Cl)cc2)c1)S(C)(=O)=O | 0% | -2 | 2% | ? |
| CC(C)C(=O)Nc1cccc(NC(=O)c2ccc([N+](=O)[O-])cc2Cl)c1 | . | 33 | -1% | -3 |

By substructure: those above with a furan ring, fused or not.
| SMILES | 15-hLO-2 inh | PNC inhibitor | ALOX12 inhib | IMPase cell inh |
| --- | --- | --- | --- | --- |
| COc1ccccc1C(=O)NC(CCSC)C(=O)NCC(c1ccco1)N(C)C (configuration not stated) | 2% | -12 | -7% | ? |
| CCn1c(SCC(=O)NCc2ccco2)nnc1-c1cccs1 | -4% | -26 | -3% | 2 |
| Cc1ccc(S(=O)(=O)N2C(=O)CCC2C(=O)NCc2ccco2)cc1 (configuration not stated) | -3% | 19 | 0% | 3 |
| O=C(CSc1ccc2nnc(-c3ccncc3)n2n1)NCc1ccco1 | -11% | -10 | 3% | -6 |
| CCC(C)NC(=O)c1ccc(CS(=O)(=O)c2ccc(OC)cc2)o1 (configuration not stated) | 1% | ? | 4% | 2 |
| COc1cc(NC(=O)c2cc([N+](=O)[O-])ccc2Br)ccc1NC(=O)c1ccco1 | . | 38 | 4% | . |
| CCc1nc(NCc2cccnc2)c2oc3ccccc3c2n1 | 15% | ? | -3% | 10 |

Arranged by value in PNC inhibitor (low to high): 3 from the list above.
SMILES | PNC inhibitor
CCn1c(SCC(=O)NCc2ccco2)nnc1-c1cccs1 | -26
COc1ccc(-c2csc(=Nc3ccccc3)n2CCO)cc1 | -19
CC(C)C(=O)Nc1cccc(NC(=O)c2ccc([N+](=O)[O-])cc2Cl)c1 | 33

Compound activity (PubChem)
